M18AAP inhibitor: PfM18AAP enzyme inhibition. 290,000 compounds, 1.2% hits. inhibition, % at 7.35 µM. recombinant PfM18AAP, H-Glu-NHMec fluorogenic cleavage;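 active = inhibition above the campaign mean inhibition over all tested compounds plus 3 SD, cut at about 28% in these data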;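 also: 0% = plate median of test compound wells and 100% = 2 mM ZnCl2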
IMP-1 inhibitor: blocks Pseudomonas aeruginosa IMP-1 metallo-beta-lactamase; purified IMP-1, nitrocefin hydrolysis, epi-absorbance fluorescence; inhibition, % at 5.6 µM; 290,000 compounds, 0.45% hits;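 active = inhibition above the mean plus 3 SD of all compounds in the same screening run, cut at about 4.5% in these data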;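 also: 0% = IMP-1 with DMSO and 100% = DMSO wells lacking enzyme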
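System: Purified IMP-1 | Read-out basis: Percent enzyme inhibition | Controls: IMP-1 with DMSO as 0%, enzyme-free DMSO as 100% | Replicates: One well per compound | Doses: 5.6 µM nominal single concentration | Detection: Epi-absorbance fluorescence, 480 nm excitation, 530 nm emission | Incubation: 25 °C, 15 min preincubation, 25 min reaction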
NALP1 yeast inh: blocks the NALP1 inflammasome reconstituted in yeast. S. cerevisiae NALP1/ASC/caspase-1 growth, X-gal OD620, 72 h. inhibition, % at 10 µM. 280,000 compounds, 0.61% hits; in the data active = inhibition mostly above about 24%, no sharp cut-off; inactive = mostly below about 32%; also: some compounds called inactive have numbers as strong as hits
NS3 helicase inh: blocks Hepatitis C virus NS3 helicase unwinding. 290,000 compounds, 0.56% hits. NS3 helicase DNA unwinding, Cy5 molecular beacon fluorescence. inhibition, % at 10.9 µM;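 active = inhibition above the mean of all tested compounds plus 3 SD, set per campaign, cut at about 35% in these data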;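 also: 0% = DMSO wells and 100% = thioflavine S control wells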
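Assay system – hepatitis C virus NS3 helicase domain fragment enzyme · Buffer or medium – MOPS pH 6.5, MgCl2, DTT, Tween20, BSA · Reagent – Cy5/quencher beacon DNA duplex and ATP to start · Compound – single 10.9 µM dose · Timing – 1 h at 25 °C · Technique – Cy5 beacon fluorescence read at start and 1 h · Measure – % inhibition of unwinding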
UBC9 SUMO inh: SUMOylation inhibition. P63279. inhibition, % at 35 µM. 290,000 compounds, 0.36% hits. AID 2006. HTRF SUMOylation assay, SAE1/SAE2 + UBC9, in vitro; in the data active = inhibition above about 50%, passing the limit was not always enough; also: strong numbers were not always called active
Target sequence (P63279 whole entry, looked up): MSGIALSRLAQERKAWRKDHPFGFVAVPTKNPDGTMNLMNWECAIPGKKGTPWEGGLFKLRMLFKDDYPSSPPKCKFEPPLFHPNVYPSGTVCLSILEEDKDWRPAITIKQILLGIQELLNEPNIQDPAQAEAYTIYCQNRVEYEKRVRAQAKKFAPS
MEKK2mut PB1 HTS: signal of MEK5 binding to mutant human MEKK2 PB1 domain; bead flow cytometry, Alexa488-MEK5 binding to MEKK2 mutant; percent response, % at 10 µM; 290,000 compounds, 0.35% hits; AID 1530; in the data active = percent response above about 24%, passing the limit was not always enough; also: inactives centre near 1; some results filed as inactive read as strong as hits
MEKK2wt PB1 HTS: raises or lowers MEK5 binding to wildtype human MEKK2 PB1 domain; Q9Y2U5; 290,000 compounds, 1.1% hits; AID 1531; bead flow cytometry, Alexa488-MEK5 binding to MEKK2 WT; actives lie on both sides; binding response (% of control), % at 10 µM; in the data active = binding response below about 67% or above about 130%
DNA FID counter: counter-screen for HCV NS3 helicase inhibitors: DNA intercalator displacement; DNA fluorescent intercalator displacement, fluorescence; inhibition, % at 7.9 µM; 290,000 compounds, 0.17% hits; AID 1845; in the data active = inhibition above about 37%;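 also: 0% = vehicle and 100% = reference compound; higher means more ethidium bromide displaced from hairpin DNA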
VIM-2 inh: inhibitors of Pseudomonas aeruginosa VIM-2 metallo-beta-lactamase; purified VIM-2, nitrocefin hydrolysis, epi-absorbance fluorescence; inhibition, % at 5.6 µM; 290,000 compounds, 0.89% hits; AID 1527;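 active = inhibition above the mean of all tested compounds plus 3 SD, cutoff set per screening run, cut at about 7.5% in these data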;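 also: red hydrolysis product quenches plate fluorescence so inhibitors raise well fluorescence; 0% = enzyme with DMSO and 100% = DMSO without enzyme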
* marks the source's active call; other numbers are inactive results; nt = not tested or not shown.

SMILES	M18AAP inhibitor	IMP-1 inhibitor	NALP1 yeast inh	NS3 helicase inh	UBC9 SUMO inh	MEKK2mut PB1 HTS	MEKK2wt PB1 HTS	DNA FID counter	VIM-2 inh
CCOc1cc(NC(=O)c2cccs2)c(OCC)cc1NC(=O)CCC(=O)NCC1CCCO1 (stereo not drawn)	-5	-1.9	-16	-8	6	-2	98	-21	1.2
O=C(NCCCN1CCOCC1)c1cc(-c2ccc(F)cc2)no1	-3	-1.7	19	2	17	1	98	0	-2.7
COc1ccc(C(=O)Nc2ccccc2C(=O)N/N=C/c2ccccn2)cc1OC	2	-3.6	1	-2	-55	1	102	-8	-4.6
CCOC(=O)c1ccccc1NC(=O)CSc1ccc(-c2ccccn2)nn1	9	-2.8	13	-30	-18	-2	97	-24	-0.7
CCn1c(=O)c2sccc2n2c(CCCC(=O)NCCc3ccc(S(N)(=O)=O)cc3)nnc12	-1	-4.1	-1	8	14	6	108	-3	-0.2
COc1cccc(CN2C(=O)CCC2(C)C(=O)NC2CCCCC2)c1 (stereo not drawn)	1	-0.6	15	0	11	8	98	-5	1.2
CCC(=O)NC(=S)Nc1cccc(NC(=O)c2ccco2)c1	11	-1.9	2	-2	18	-8	86	-4	-2.2
COc1ccc(/C=N/N=C2/NC(=O)C(CC(=O)O)S2)cc1OCc1ccccc1Cl (stereo not drawn)	11	-2.4	24	9	12	0	109	-34	-3.7
Nc1ccccc1Nc1cc(-c2ccccc2)nn1-c1ccccc1	5	-1.1	21	-1	11	3	107	-6	-0.6
Cc1cc(C)c(C)c(OCCOCCN2CCN(C)CC2)c1	-1	-4.8	26	-11	-3	1	101	2	-1.4
Cc1ccccc1CNC(=O)C1CCC(=O)N(C2CC2)C1 (stereo not drawn)	4	-2.5	-7	23	7	6	105	-3	-1.6
O=C(NC1CCCCC1)N1CCc2[nH]c3ccccc3c2C1	0	-3.1	35	-9	22	1	99	-11	-0.4
O=C(Oc1ccc(OC(=O)C2CCC2)cc1)C1CCC1	8	-1.4	44	-6	4	-2	101	1	-1.2
O=C1c2cccc3cc([N+](=O)[O-])cc(c23)C(=O)N1/N=C/c1ccc(O)cc1O	-5	2.3	19	5	13	-18	69	8	3.4
S=C(c1cn(Cc2ccc(Br)cc2)c2ccccc12)N1CCOCC1	-5	-0.3	25	-3	-8	-4	98	-1	0.2
Cc1ccc(C)c(NC(=O)CS(=O)(=O)c2c[nH]c3ccccc23)c1	-3	-2.4	-8	-7	2	-3	93	-3	-5.0
O=C(NCc1ccccc1Br)C1CCCO1 (stereo not drawn)	-2	-1.9	-5	2	6	-5	95	-4	-2.6
O=C(O)C1C2C=CC(C2)C1C(=O)NCc1cccc(Cl)c1 (stereo not drawn)	-1	-2.0	13	1	-2	3	110	-3	-1.2
O=C(c1cc2cc(Cl)ccc2[nH]1)N1CCCCC1	1	-2.2	14	-1	-6	-6	99	-12	0.4
O=C(Nc1nc(-c2cccnc2)cs1)c1ccccc1Cl	0	-2.1	10	-1	-6	-11	89	-2	-1.9
C[C@H](NC(=O)OC(C)(C)C)c1nnc(SCC(=O)c2ccc(Cl)cc2)o1	-3	-1.1	11	-7	0	2	111	-22	2.3
Cn1c(Cn2c(=O)sc3ccccc32)nnc1SCc1cccnc1	-4	-3.4	-8	-9	14	-5	100	-6	1.4
CC1CCCC(C)N1CC(O)COc1c(F)cc(Br)cc1F (stereo not drawn)	-2	-2.5	0	-13	10	0	99	7	-1.7
CCOC(=O)c1nn(-c2ccc(OCC)cc2)c2nc(CC(C)C)c(C#N)c(=O)n12	2	-1.6	7	1	-3	3	98	-4	-4.7
C/C(=N\N=C\c1ccc(N(C)C)cc1)c1cccc([N+](=O)[O-])c1	-1	-1.2	17	3	8	-1	99	0	-1.8

By substructure: the compounds so far with a nitro group on carbon.
SMILES	M18AAP inhibitor	IMP-1 inhibitor	NALP1 yeast inh	NS3 helicase inh	UBC9 SUMO inh	MEKK2mut PB1 HTS	MEKK2wt PB1 HTS	DNA FID counter	VIM-2 inh
O=C1c2cccc3cc([N+](=O)[O-])cc(c23)C(=O)N1/N=C/c1ccc(O)cc1O	-5	2.3	19	5	13	-18	69	8	3.4
C/C(=N\N=C\c1ccc(N(C)C)cc1)c1cccc([N+](=O)[O-])c1	-1	-1.2	17	3	8	-1	99	0	-1.8

(continued)
SMILES	M18AAP inhibitor	IMP-1 inhibitor	NALP1 yeast inh	NS3 helicase inh	UBC9 SUMO inh	MEKK2mut PB1 HTS	MEKK2wt PB1 HTS	DNA FID counter	VIM-2 inh
COc1ccc(C(=O)COC(=O)CCN2C(=O)C3C4CC(C(Br)C4Br)C3C2=O)cc1 (stereo not drawn)	10	-2.6	11	-20	-6	2	99	-21	-1.1
COc1ccccc1-c1c(C)oc2c(CN3CCCCC3C)c(O)ccc2c1=O (stereo not drawn)	0	-4.7	5	-5	26	8	104	-6	-2.8
CC(OC(=O)c1ccco1)C(=O)NC1CCCC1 (stereo not drawn)	2	0.8	8	8	-3	-5	93	-5	0.4
O=C(CSc1nnc(-c2ccc(Cl)cc2)n1-c1ccc(Cl)cc1)N/N=C/c1ccco1	8	-2.0	16	-4	5	10	97	-33	-4.1
CCN(CC)c1ccc(NC(=O)c2ccc(Br)o2)cc1	-4	-2.8	6	-5	-10	-3	97	0	1.0
O=C(Nc1ccc(Cl)c(S(=O)(=O)N2CCOCC2)c1)c1cn2ccccc2n1	3	-2.1	-9	-9	13	nt	nt	-1	-1.3
CC(C)c1ccc(NC(=O)c2cc(Br)ccc2Br)cc1	3	-1.5	18	2	-1	-7	88	-7	-0.5
Cc1sc(NC(=O)CSc2nnc(-c3ccc(F)cc3)o2)c(C#N)c1C	-5	-0.2	7	25	11	-4	93	-16	0.8
CC(C)(C)C(=O)NC1(C(F)(F)F)NC(=O)N(c2ccccc2F)C1=O (stereo not drawn)	0	0.1	nt	-1	10	-5	95	-3	-0.6
Cc1ccc2c(N)c(C(=O)N(c3ccccc3)c3ccccc3)sc2n1	2	-0.1	20	-2	-2	-4	88	-9	-2.1
Cc1nc2ccc(S(=O)(=O)NCC(=O)N3CCCC(C)C3)cc2s1 (stereo not drawn)	3	-3.8	-12	5	-9	-1	106	-13	-1.1
Cc1ccc(O)c(NC(=O)CSc2n[nH]c(C)c2[N+](=O)[O-])c1	4	-2.5	7	-4	-8	6	109	7	-3.0
Cc1nnc(NCCc2ccccc2)c2ccccc12	-1	-2.0	6	-11	6	1	98	-5	-0.8
O=C(Nc1nnc(-c2cccs2)o1)c1cccc(F)c1	14	-4.5	nt	3	nt	13	115	-7	-1.2
OCC1N=C(c2ccccn2)OC1c1ccccc1 (stereo not drawn)	-1	-0.8	2	7	-5	-1	100	-5	-0.8
CCOC(=O)CNc1nc2ccccc2n2c(C)nnc12	-11	-2.0	-3	-4	-8	1	101	-3	-2.0
Cc1c(NC(=O)C(C)OC(=O)/C=C/c2ccccc2)c(=O)n(-c2ccccc2)n1C (stereo not drawn)	-15	-3.1	4	5	8	2	105	-22	-2.0
CCOc1ccc(NC(=O)Nc2ccc3c(c2)N(C)C(=O)CS3)cc1	-14	-3.1	5	11	4	0	100	-12	-4.5
O=C(CSc1nnnn1C1CCCCC1)NCc1ccccc1	2	-0.8	34	-7	7	0	91	-5	-3.1
O=C(NCCCO)c1ccc(CSc2nc3ccccc3[nH]2)cc1	-10	-2.8	7	9	-3	3	104	-3	-0.6
CCc1noc(C)c1C(=O)Nc1sc(C(=O)N(C)C)c(C)c1C(=O)OC	-4	-1.2	19	-1	-1	1	97	-9	1.2
CC(C)c1nnc(NC(=O)CCC(=O)NCCc2ccccc2)s1	-4	-3.4	-7	2	0	5	104	-4	-0.4
S=c1[nH]nc(Cc2cccs2)n1-c1ccccc1Cl	21	-4.0	-24	6	-21	3	102	-8	6.4
CCOc1ccc(/C(CC)=N/NC(=O)C2(C)CC2(Br)Br)cc1 (stereo not drawn)	-2	-5.0	22	14	20	0	104	-2	-4.0
O=C(COC(=O)CCCN1C(=O)c2ccccc2C1=O)Nc1cc(Cl)cc(Cl)c1	-14	-2.9	31	-4	-16	1	102	-4	-3.5

Other structures follow.
SMILES	M18AAP inhibitor	IMP-1 inhibitor	NALP1 yeast inh	NS3 helicase inh	UBC9 SUMO inh	MEKK2mut PB1 HTS	MEKK2wt PB1 HTS	DNA FID counter	VIM-2 inh
COc1ccc(OC)c(NC(=O)CCn2cccc2)c1	-23	0.1	10	0	3	-2	102	2	1.8
O=C(Cn1cnnn1)OCC(=O)c1ccc(Cl)s1	19	1.9	-26	16	18	2	99	-1	-1.3
O=C(NCc1ccccc1)N(Cc1cc2cc3c(cc2[nH]c1=O)OCCO3)CC1CCCO1 (stereo not drawn)	6	-0.2	18	-3	5	2	105	-34	-3.1
CCN(CC)S(=O)(=O)c1cc(NS(=O)(=O)c2cccc(Cl)c2Cl)ccc1C	2	-3.0	32	8	4	-2	101	-18	-0.5
Cc1ccc(C2C3=C(CC(C)(C)CC3=O)NC3=C2C(=O)c2ccccc23)cc1 (stereo not drawn)	-13	-1.6	32	5	5	-3	95	-4	-1.3
C/C=C/c1ccc(OCCN2C(=O)NC(C)(C)C2=O)c(OC)c1	-10	-3.2	3	-7	18	1	104	-7	0.0
CC(C)CNc1nc(Oc2ccc(=O)[nH]n2)nc(N(C)C)n1	1	-3.6	15	4	13	3	101	-4	-4.0
Brc1cccc(-c2nnc(SCc3ccon3)n2-c2ccccc2)c1	3	-3.2	14	-6	16	3	103	-27	-4.0
COc1ccc(OC)c(CN(CCN2CCOCC2)C(=O)Nc2cccc(Cl)c2)c1	3	-5.5	25	-22	0	-2	103	-3	-3.1
O=C(Nc1cccc(C(F)(F)F)c1)c1cccnc1NCCc1ccccc1	0	-2.3	17	-30	-30	32	135	8	-3.0
COc1cccc(CN2CCN(Cc3ccco3)CC2)c1	-2	-0.8	-4	-12	15	9	104	-14	1.6
O=C(Cc1ccc(Br)cc1)NCc1ccccc1	-5	0.6	17	30	-11	-1	100	-12	-1.6
Cc1nnc(NC(=O)C2CCN(c3nnnn3-c3ccccc3)CC2)s1	-3	-0.2	0	-2	-6	-8	95	-1	-2.4
COc1ccc2c(c1)C(=O)C(=O)N2CCS(=O)(=O)c1ccccc1	4	-0.5	8	11	11	2	95	-5	-1.4
CC(/C=C/c1ccccc1)=N/NC(=O)CCC(=O)Nc1ccccc1C	-11	-2.6	17	-4	3	-2	100	-10	-1.4
Cc1ccc(NC(=O)CN(C)CC(=O)Nc2ccc(F)c(Cl)c2)cc1	-1	-4.2	15	-7	8	2	100	-9	-2.4
CCCCN1C(=O)C(O)(CC(=O)c2c(C)n[nH]c2C)c2cc(Br)ccc21 (stereo not drawn)	-4	-3.1	13	0	-31	-5	96	-13	0.2
Cc1ccc(NC(=O)N2CCC(C(=O)c3ccc(F)cc3)CC2)cc1	-2	-2.9	2	-1	3	1	100	-26	-4.0
CCCN(CCC)CCNC(=O)C1CCN(S(=O)(=O)c2cccc3nsnc23)CC1	2	-2.1	25	-3	2	1	108	7	2.8

Only NALP1 yeast inh (two entries from above):
smiles	NALP1 yeast inh
CCCN(CCC)CCNC(=O)C1CCN(S(=O)(=O)c2cccc3nsnc23)CC1	25
O=C(O)C1C2C=CC(C2)C1C(=O)NCc1cccc(Cl)c1 (stereo not drawn)	13
